Screens: PubChem, National Center for Advancing Translational Sciences (NCATS)
D2 agonist = agonists of human D2 dopamine receptor; activation, % at 2 µM; 0.53% of 340,000 active; HEK293 T-REx D2 cells, calcium flux agonist mode;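 active = activation over 3 SD above normal in the single-dose calcium agonist read, cut at about 30% in these data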; also: 0% is about no effect
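Agonism scored from kinetic calcium signal (1 read/sec, 180 s) following compound pin transfer, after a 10 s baseline. Cells: HEK293 Trex line expressing inducible D2 receptor coupled to calcium, dye-loaded after overnight culture at 30 C.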
USP1 inh = blocks the human USP1/UAF1 deubiquitinase complex; AID 743255; recombinant USP1/UAF1, Ub-Rhodamine cleavage fluorescence; 0.23% of 390,000 active; O94782; Potency, µM (series often up to 57.1 µM), without a hit: at the highest dose activity change, negative = inhibition, hits mostly inhibitors; also: potency is read from the fitted curve at half-maximal effect; % is scaled to controls: 0 for no effect and ±100 for the full control effect; nearly all actives have a fitted effect of over 60% in size; inactives centre near -12
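USP1/UAF1 complex at 1 nM was preincubated with compound for 15 min at room temperature, then Ub-Rho substrate (150nM final) was added. Fluorescence (480/540 nm) was read kinetically, 6 reads every 60 seconds.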
D2 antagonist = antagonizes the human D2 dopamine receptor | P14416 | HEK293 TREx D2 cells, calcium flux, dopamine EC80 | inhibition, % at 10 µM | 2% of 340,000 active | AID 485344; in the data active = inhibition above about 30%; also: 0% is about no effect
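Dopamine at EC80 is the agonist stimulus; test compounds precede it by 180 s. Calcium flux read kinetically in a force-coupled, inducible HEK293 T-REx D2 cell line.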
TrxR1 substrate = rat thioredoxin reductase 1 substrate activity; O89049; Potency, µM (top dose mostly 114 µM), for inactives: at the top dose activity change, negative = substrate turnover; purified TrxR1 substrate turnover, NADPH consumption readout; AID 588456; 0.01% of 390,000 active; also: potency is read from the fitted curve at half-maximal effect; % is scaled to controls: 0 for no effect and ±100 for the full control effect; nearly all actives have a fitted effect of over 50% in size
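Rat TrxR1, dispensed at 90 nM, was prereduced with 400 uM NADPH (final) for 5 min at ~22 deg C, then incubated with compound 15 min before 400 uM selenite. A first-read NADPH fluorescence drop versus no-compound background flagged substrates.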
TRHR agonist = agonists of human TRH receptor; TRHR cells, calcium flux fluo-8, FDSS agonist mode; activation, % at 2 µM; 0.18% of 360,000 active; in the data active = activation above about 30%; also: 0% is about no effect
Target sequence (P34981 whole entry, looked up): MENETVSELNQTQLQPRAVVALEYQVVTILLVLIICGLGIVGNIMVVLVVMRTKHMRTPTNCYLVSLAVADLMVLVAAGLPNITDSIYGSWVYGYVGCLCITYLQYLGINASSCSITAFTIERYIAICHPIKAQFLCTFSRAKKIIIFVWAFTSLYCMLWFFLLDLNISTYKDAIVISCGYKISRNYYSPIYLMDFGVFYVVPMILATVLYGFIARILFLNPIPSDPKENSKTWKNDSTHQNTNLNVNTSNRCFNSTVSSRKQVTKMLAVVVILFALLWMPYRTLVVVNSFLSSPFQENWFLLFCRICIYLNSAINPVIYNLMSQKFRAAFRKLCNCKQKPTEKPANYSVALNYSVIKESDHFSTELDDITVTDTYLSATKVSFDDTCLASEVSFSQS
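Read-out: compound-evoked intracellular calcium rise in TRHR cells, fluo-8 dye, kinetic FDSS fluorescence at 1 s/cycle following a 10-cycle baseline. Cells cultured overnight before dye loading (30 min–1.5 h, RT).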
PI4K2A block = PI4K2A (human) kinase inhibition. Q9BTU6. purified PI4K2A, ADP-Glo luminescence, 1 h; active compounds read low. activity change, negative = inhibition, % at 76.9 µM. 0.13% of 420,000 active; in the data active = activity change below about -50%; inconclusive = mostly about -30% to -49%;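 also: -100% = wells without enzyme as full effect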
Target sequence (Q9BTU6 whole entry, looked up): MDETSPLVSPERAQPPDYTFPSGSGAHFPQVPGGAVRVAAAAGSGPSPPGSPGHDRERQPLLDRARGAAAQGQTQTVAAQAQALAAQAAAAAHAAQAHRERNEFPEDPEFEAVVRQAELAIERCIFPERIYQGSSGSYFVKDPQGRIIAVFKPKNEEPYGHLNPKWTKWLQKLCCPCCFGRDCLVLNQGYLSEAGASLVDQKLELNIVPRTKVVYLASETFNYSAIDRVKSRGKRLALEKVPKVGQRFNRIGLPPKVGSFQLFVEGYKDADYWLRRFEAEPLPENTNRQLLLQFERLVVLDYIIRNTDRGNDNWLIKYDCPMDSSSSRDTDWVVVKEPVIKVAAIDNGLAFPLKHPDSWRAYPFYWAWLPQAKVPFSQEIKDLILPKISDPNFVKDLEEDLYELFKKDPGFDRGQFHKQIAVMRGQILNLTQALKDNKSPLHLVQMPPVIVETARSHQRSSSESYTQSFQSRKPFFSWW
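PI4K2A activity was measured by ADP-Glo luminescence: enzyme (4 ug/mL stock) and phosphatidylinositol (1.2 mM stock) in Tris pH 7.5/MgCl2/EGTA/Triton X-100 buffer were reacted with ATP (300 microM stock) for one hour at ambient temperature.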
TRHR enhancer = allosterically enhances the human TRH receptor. TRHR cells, fluo-8 calcium fluorescence, EC20 TRH enhancement. enhancement, % at 2 µM. 0.66% of 360,000 active; in the data active = enhancement above about 30%; also: 0% is about no effect
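TRHR-expressing cells loaded with fluo-8 calcium dye were read kinetically (ex 480/em 530) during compound addition, then stimulated with an EC20 of TRH (10 nM final). Enhancement of the Gq-mediated intracellular calcium response was scored.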
TrxR1 inh = rat TrxR1 inhibition; recombinant rTrxR1, NADPH fluorescence consumption, selenite substrate; Potency, µM (doses to about 114 µM), inactives show top-dose activity change, negative = inhibition, actives largely listed as inhibitors; 1% of 390,000 active; AID 588453; also: potency is read from the fitted curve at half-maximal effect; % is scaled to controls: 0 for no effect and ±100 for the full control effect; nearly all actives have a fitted effect of over 65% in size
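Rat TrxR1 (90 nM in the dispensed reagent) was pre-reduced with 400 uM NADPH for 5 min at room temperature, then incubated with compound for 15 min. After 400 uM selenite was added, NADPH fluorescence (Ex 340/Em 450 nm) was followed for 8 min.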
mIDH1 inhibitor = inhibitors of human mutant IDH1 R132H; O75874; IDH1-R132H enzyme, NADPH consumption, diaphorase/resazurin fluorescence; Potency, µM (highest dose often 76.6 µM), without a hit: top-dose activity change, negative = inhibition, actives largely listed as inhibitors; 0.093% of 390,000 active; AID 602179; also: potency is read from the fitted curve at half-maximal effect; % is scaled to controls: 0 for no effect and ±100 for the full control effect; nearly all actives have a fitted effect of over 65% in size
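IDH1-R132H (0.5 ug/mL) preincubated 30 min with compound, then NADPH (0.016 mM) and alpha-KG (2 mM) added; 80 min at RT, pH 7.5. Remaining NADPH coupled via diaphorase/resazurin to fluorescence (540/590 nm); concentration-response curves normalized to no-enzyme control.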
Starred values were filed as active, the others as inactive; u = inconclusive; x = not tested or not shown; & = joins results of further samples; [ ] = dose if it differs, or a comment. Unless noted, calls follow the shape of the dose curve; as a rule, active = well fitted inhibition curve with a large enough effect; inconclusive = small, poorly fitted or top-dose-only effect; inactive = no such curve, though single readings can be large or run the other way.

SMILES	D2 agonist	USP1 inh	D2 antagonist	TrxR1 substrate	TRHR agonist	PI4K2A block	TRHR enhancer	TrxR1 inh	mIDH1 inhibitor
Cc1ccc(OCCSc2nc(N)cc(N)n2)cc1	0.0	-21%	16	-2%[57.1 µM]	-0.5	1	-6	-2%[57.1 µM]	6%
Cc1cccc(NC(=O)C(=O)NCCCc2ccccc2)c1	-1.6	x	11	x	0.6	x	-2	x	x
C=CCN1CC(c2nc3ccccc3n2CCOc2ccccc2)CC1=O (configuration not stated)	0.9	-16%	-5	-6%	-0.7	0	-13	-8%	1%
CCCN(CCC)C(=O)Cn1c(=O)n(CCCCCC(=O)NCc2ccccc2Cl)c(=O)c2sccc21	0.4	u	x	-2%	-0.8	-6	-15	12%	-19%
Cc1ccc(S(=O)(=O)N2CCCC2C(=O)N2CCCCCC2)cc1 (configuration not stated)	1.2	-19%	12	3%	0.0	2	2	17%	10%
O=C(CN1CCN(c2nc(-c3ccccc3)cs2)CC1)Nc1ccc2c(c1)OCO2	1.1	-6%	-13	15%[57.1 µM]	-0.1	1	-3	16%	-2%
O=C(/C=C/c1cccc(Br)c1)NCc1ccncc1	0.0	-2%	10	5%[57.1 µM]	-0.5	5	-7	10%[57.1 µM]	-4%
Cc1cccc(C(=O)OC2CCCN(C)C2)c1C (configuration not stated)	0.3	-19%	6	-17%[57.1 µM]	-0.5	-2	-8	24%[57.1 µM]	10%
O=C(NCCCn1ccnc1)c1ccccc1Br	-0.7	-4%	-7	0%	-0.7	2	-4	0%	u
O=C(CSc1n[nH]c(=O)n1C1CC1)Nc1ccc(Cl)cc1Cl	x	-12%	x	5%	x	-4	x	8%	4%
CCOCCCNC(=O)c1c(NC(=O)c2nc(SC)ncc2Cl)sc2c1CCCC2	-0.3	-11%	x	3%	-0.2	6	6	8%&13%	x
CCCn1nnc2c(=O)oc3ccccc3c21	-0.8	-14%	5	5%	-0.7	0	3	13%	2%
Cc1ccsc1/C=N/NC(=O)c1cccc(S(=O)(=O)Nc2ccccc2Cl)c1	-0.4	-10%	3	-6%	-0.3	1	0	-5%	19%
O=C(COC(=O)c1ccc(-c2cnc3ccccc3n2)cc1)c1ccccc1	-0.6	-19%	5	-1%[57.1 µM]	0.6	5	0	-11%[57.1 µM]	5%
COc1ccccc1C(=O)OCC(=O)Nc1cccc(S(=O)(=O)NC2=NCCCCC2)c1	x	-10%	x	3%	x	9	x	1%	7%
O=C(NCCc1ccc(F)cc1)c1ccc(S(=O)(=O)N2CCCC2)cc1	-0.1	-10%	-1	5%	-0.2	-3	-6	u	0%
N#CCSc1nn(-c2ccc(F)cc2)c(=S)s1	-1.5	-35%	-3	17%	-1.8	-8	-1	17%[57.1 µM]	4%
CCOc1ccc(NC(=O)Nc2ccccc2SC)cc1	0.9	-4%	-25	-13%	-0.3	-12	-4	12%[57.1 µM]	3%
O=C(Nc1ccc(CSc2ccccc2)cc1)c1ccccc1	0.5	-11%	-2	13%[57.1 µM]	-0.7	-11	-3	30%[57.1 µM]	4%
CCOc1ccccc1CNC(=O)C1CCN(c2nnc(C)c3c(C)n(-c4ccc(C)cc4)nc23)CC1	0.4&-0.5	-25%&-3%	-28	16%&11%	0.5&-0.7	5&-1	-1&-5	19%&5%	-15%&-3%
O=C(NC1CCCCC1)c1ccc(S(=O)(=O)N2CCCCC2)cc1	0.5	-10%	-1	0%	-0.3	-5	-6	10%	8%
Cc1cc(N2C(=O)C(=O)/C(=C(/O)c3ccc(F)cc3)C2c2ccc(F)cc2)no1 (configuration not stated)	0.2	0%	-3	-16%	-0.4	4	6	-13%	0%
Cc1nn(Cc2ccc(C(=O)n3cccn3)o2)c(C)c1Br	-0.1	-10%	20	-9%	-0.9	8	-2	-20%	2%
COc1ccc(C2CC(C(F)(F)F)n3nc(CO)c(Cl)c3N2)cc1OC (configuration not stated)	1.9	-14%	-2	-1%	-0.2	-11	2	-8%	8%
COc1ccccc1NC(=O)CCN1C(=O)C2CC=CCC2C1=O (configuration not stated)	0.3	-11%	-4	4%	0.2	2	35*	36%	1%
C=CCN(C(=O)c1csnn1)C(C(=O)NCc1ccccc1)c1cccs1 (configuration not stated)	0.0	-16%	5	-6%	1.0	-8	0	3%	-2%
CCN1CCN(CC(=O)Nc2c(C(=O)OC)[nH]c3cccc(Cl)c23)CC1	0.0	x	-4	x	0.3	x	1	x	x
C=C(C)CN1C(=O)C2(OCCO2)c2ccccc21	-0.2	-21%	-8	-2%	-1.7	1	6	8%	0%
CCN(CCCNC(=O)CCCCn1c(=O)[nH]c2ccccc2c1=O)c1ccccc1	-1.3	-14%	1	-9%	-0.4	3	-2	-5%	1%
COc1cccc(CNn2cnnc2)c1O	1.6	-15%	-13	2%[57.1 µM]	0.1	4	-1	24%[57.1 µM]	14%
COc1ccccc1CN1CCNC(=O)C1CC(=O)NCCOc1cccnc1 (configuration not stated)	-0.2	-21%	9	2%	0.7	-1	8	1%	3%
CCCC(C)C(=O)Nc1nc(C)c(-c2csc(Nc3cc(Cl)ccc3C)n2)s1 (configuration not stated)	0.3	2%	-10	-2%	-0.3	0	4	18%	1%
Cc1cccc(C)c1NC(=O)COC(=O)c1nonc1N	0.0	-18%	7	-7%	0.8	0	0	-1%	3%
CC(=O)N1CCN(c2ccc(NC(=O)c3ccc(Cl)cc3)cc2)CC1	-0.9	-17%	7	4%	0.1	-4	-6	21%	-7%
Cc1ccc(C(=O)OCC(=O)c2ccc(CC(=O)N3CCOCC3)s2)cc1C	1.1	-11%	-17	-11%	0.4	-24	-2	-17%	5%
CCN(C(=O)COC(=O)/C=C/c1c(C)nn(Cc2ccc(C)cc2)c1C)C1CCS(=O)(=O)C1 (configuration not stated)	0.5	-13%	-15	4%[57.1 µM]	0.9	2	23	21%[57.1 µM]	4%
CC(=O)COc1ncnc2c(Cl)cc(Cl)cc12	2.0	-12%	-6	3%[57.1 µM]	-0.2	5	-3	10%[57.1 µM]	20%
O=C(CSc1cnc2ccccc2n1)NC1CCCC1	-0.7	-21%	10	-5%	0.2	-1	2	-10%	3%
CCOC(=O)c1ccc(COC(=O)CNS(=O)(=O)c2ccccc2)cc1	0.0	-19%	14	0%	-3.6	2	-27	11%	2%
Cc1ccc(NC(=O)CCC(=O)NNC(=O)COc2cccc3ccccc23)c(C)c1	-0.2	2%	-7	4%	-0.6	-12	4	13%	1%
O=C1Nc2ccccc2C12OCCO2	-0.9	-4%	-1	11%	0.6	2	4	33%	3%
CCOc1ccc(Nc2nc(N3CCOCC3)nc(N3CCOCC3)n2)cc1	0.0	-6%	8	-5%[57.1 µM]	0.6	-2	50*	2%[57.1 µM]	9%
O=C(COc1ccc(-n2cnnn2)cc1)Nc1ccccc1OC(F)F	0.0	-5%	-18	-15%	0.2	0	1	-4%	7%
CCCc1cc(=O)oc2c(CN3CCN(C)CC3)c(O)c(Cl)cc12	0.6	-20%	1	x	0.6	-2	-5	40µM*	6%
COc1cccc(N2CC(NC(=O)C(=O)c3c(C)[nH]c4ccccc34)CC2=O)c1 (configuration not stated)	0.0	-19%	5	-12%	0.4	0	4	-5%	5%

Entries shown so far with an NH in an aromatic ring (four):
SMILES	D2 agonist	USP1 inh	D2 antagonist	TrxR1 substrate	TRHR agonist	PI4K2A block	TRHR enhancer	TrxR1 inh	mIDH1 inhibitor
O=C(CSc1n[nH]c(=O)n1C1CC1)Nc1ccc(Cl)cc1Cl	x	-12%	x	5%	x	-4	x	8%	4%
CCN1CCN(CC(=O)Nc2c(C(=O)OC)[nH]c3cccc(Cl)c23)CC1	0.0	x	-4	x	0.3	x	1	x	x
CCN(CCCNC(=O)CCCCn1c(=O)[nH]c2ccccc2c1=O)c1ccccc1	-1.3	-14%	1	-9%	-0.4	3	-2	-5%	1%
COc1cccc(N2CC(NC(=O)C(=O)c3c(C)[nH]c4ccccc34)CC2=O)c1 (configuration not stated)	0.0	-19%	5	-12%	0.4	0	4	-5%	5%

Additional entries follow:
SMILES	D2 agonist	USP1 inh	D2 antagonist	TrxR1 substrate	TRHR agonist	PI4K2A block	TRHR enhancer	TrxR1 inh	mIDH1 inhibitor
CC1CC(C)CN(C(=O)Cn2c(SCC(=O)N3CCc4ccccc4C3)nc3ccccc32)C1 (configuration not stated)	0.0	-19%	-35	-6%[57.1 µM]	0.1	0	-14	8%[57.1 µM]	-3%
CCCOc1cccc(-c2nc3ccccc3c(=O)o2)c1	-1.8	-21%	-2	10%[57.1 µM]	-1.1	-3	8	8%[57.1 µM]	-1%
CCOC(=O)C1=C(O)/C(=C\c2cccc(OC)c2)N=C1C	x	u	x	-1%	x	-1	x	-6%	6%
CCOC(=O)C1=C(COC(=O)C(CC)Oc2ccccc2)NC(=O)NC1C (configuration not stated)	-1.2	-15%	-16	-11%	-0.4	-5	1	-12%	3%
O=C(COC(=O)CCCOc1ccccc1)NNC(=O)c1ccc([N+](=O)[O-])cc1	-0.8	-6%	4	-3%	-0.7	1	3	13%	1%
CC(=O)CSc1nnc(CSc2ncccn2)n1C1CCCCC1	-0.7	-6%	1	9%	-0.2	12	-10	21%	5%
CC(C)CN(C(=O)c1ccc(S(=O)(=O)N2CCOCC2)cc1)C1CCS(=O)(=O)C1 (configuration not stated)	0.1	-11%	-10	4%[57.1 µM]	-0.3	-2	-1	10%[57.1 µM]	2%
Cc1ccc(S(=O)(=O)NNc2nnc(C)c(=O)[nH]2)cc1	0.4	-15%	-6	2%[57.1 µM]	0.6	-2	0	3%[57.1 µM]	-12%
CCc1ccccc1NC(=O)CN1CCN(C(=O)CNC(=O)Cc2cccc3ccccc23)CC1	0.1	-11%	8	-1%	-0.8	1	-2	7%	-11%
COc1ccc(C(=O)NCCSCc2ccccc2Cl)cc1OC	0.7	-16%	-14	9%[57.1 µM]	-0.3	3	-8	8%[57.1 µM]	3%
CC(=O)OCC1CCCC2=C(C)C(=O)CCC21COC(C)=O (configuration not stated)	0.4	-17%	-15	-6%	0.1	4	7	-8%	2%
